Screens from PubChem.
TDP1 cell CPT: qHTS for Inhibitors of human tyrosyl-DNA phosphodiesterase 1 (TDP1): qHTS in cells in presence of CPT | Potency, µM (doses to about 46.2 µM), without a hit: at the highest dose activity change, negative = growth inhibition, usual class: inhibitors | chicken DT40 Tdp1-/-;hTDP1 cells + 20 nM CPT, ATP luminescence, 48 h | AID 686979, 2013 | 420,000 tested, 12% active; further: nearly all actives have a fitted effect of over 55% in size
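Chicken DT40 Tdp1-/- cells complemented with human TDP1, 400 cells/well, exposed to compounds plus 20 nM camptothecin for at least 48 h at 37 C; viability read as ATP content by CellTiter-Glo luminescence.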
DT40 TDP1 no CPT: qHTS for Inhibitors of human tyrosyl-DNA phosphodiesterase 1 (TDP1): qHTS in cells in absence of CPT; DT40 Tdp1-/- hTDP1 cells, no CPT, ATP luminescence, 48 h; Potency, µM (titrated, usually from 46.2 µM), for the others: top-dose activity change, negative = growth inhibition, most hits filed as inhibitors; 420,000 tested, 15% active; AID 686978, 2013; further: nearly all actives have a fitted effect of over 55% in size
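Compound effects on proliferation are scored in DT40 Tdp1-/-;hTDP1 cells in the absence of CPT. ATP levels (CellTiter-Glo luminescence) are recorded after a ≥48 hr, 37 °C incubation.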
KAT2A inh: qHTS Assay for Inhibitors of GCN5L2. GCN5L2 HAT assay, ThioGlo1 CoA-SH fluorescence. 390,000 tested, 0.21% active. Potency, µM (top dose mostly 58.9 µM), for inactives: top-dose activity change, negative = inhibition, usual class: inhibitors. Histone acetyltransferase KAT2A (Homo sapiens), Q92830
Target sequence (Q92830 whole entry, looked up): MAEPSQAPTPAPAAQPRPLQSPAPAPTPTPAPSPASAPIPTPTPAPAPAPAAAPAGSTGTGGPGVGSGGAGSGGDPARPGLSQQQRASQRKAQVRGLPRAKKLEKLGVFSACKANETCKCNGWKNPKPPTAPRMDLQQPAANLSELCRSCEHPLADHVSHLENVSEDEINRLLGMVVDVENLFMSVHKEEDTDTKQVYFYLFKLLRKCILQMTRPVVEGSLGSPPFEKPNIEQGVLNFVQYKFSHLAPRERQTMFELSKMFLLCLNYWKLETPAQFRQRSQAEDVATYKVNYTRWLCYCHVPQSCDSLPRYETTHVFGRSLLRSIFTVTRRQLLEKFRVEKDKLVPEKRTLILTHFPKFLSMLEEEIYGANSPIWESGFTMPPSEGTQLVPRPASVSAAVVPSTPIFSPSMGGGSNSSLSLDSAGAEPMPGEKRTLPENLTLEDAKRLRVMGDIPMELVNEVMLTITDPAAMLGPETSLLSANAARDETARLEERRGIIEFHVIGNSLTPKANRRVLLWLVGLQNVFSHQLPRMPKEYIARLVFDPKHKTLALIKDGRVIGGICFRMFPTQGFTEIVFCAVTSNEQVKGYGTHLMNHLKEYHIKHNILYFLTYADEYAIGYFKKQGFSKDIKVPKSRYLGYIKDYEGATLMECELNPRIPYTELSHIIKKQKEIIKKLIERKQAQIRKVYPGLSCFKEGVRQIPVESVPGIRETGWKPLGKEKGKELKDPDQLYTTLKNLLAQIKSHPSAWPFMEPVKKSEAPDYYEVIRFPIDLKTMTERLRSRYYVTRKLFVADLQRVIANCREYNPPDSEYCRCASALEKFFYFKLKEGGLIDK
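Fluorescence readout, Ex340nm/Em540nm: ThioGlo1 (50uM final) reacts with free CoA thiol released as 20nM GCN5L2 acetylates H3(1-25) peptide (75uM) using acetyl-CoA (70uM). Compound and enzyme sat 15 min beforehand; 20 min room-temperature reaction.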
Starred values were filed as active, the others as inactive. The call rests on the fitted dose curve; in most records, active means well fitted curve in the direction sought with a large enough effect; inconclusive means small, poorly fitted or top-dose-only effect, or another doubt; inactive means no such curve, though single readings can be large; an effect the other way counts as inactive or inconclusive. On the % scale 0 is the no-effect control and ±100 the full control effect; potency means the concentration at half of the fitted maximal effect. These rows are one share of the data. The share of hits here may be higher or lower than overall.

`CC(C)NC(=O)CSc1nnc(-c2ccc(F)cc2)c2ccccc12` gave TDP1 cell CPT 0%, DT40 TDP1 no CPT -17% and KAT2A inh -3%.
CCOC(=O)CSC1=N/C(=C\c2ccc(OC)c(OC)c2)C(=O)N1C was read as TDP1 cell CPT 26µM*, DT40 TDP1 no CPT inconclusive and KAT2A inh -6%.
`CC(=O)C(C)n1cnc2scc(-c3ccc(C)cc3)c2c1=O` (stereo unspecified) gave TDP1 cell CPT -14%, DT40 TDP1 no CPT inconclusive and KAT2A inh 0%.
For C#CCOCCOCCOCCNc1nc(N2CCN(C(=O)C([C@@H](C)CC)n3cc(C(N)Cc4ccc(O)cc4)nn3)CC2)nc(N2CCN(C(=O)[C@H](CCC(=O)O)n3cc(C(N)CC(C)C)nn3)CC2)n1 (stereo partly specified) the results were TDP1 cell CPT -1%, DT40 TDP1 no CPT -4% and KAT2A inh 5%.
Cc1cc(CN2C(=O)c3ccccc3C2=O)cc(N2CCOCC2)c1 was read as TDP1 cell CPT -4%, DT40 TDP1 no CPT -4% and KAT2A inh -1%.
`CCCCCN(C(=O)CCC(=O)OCCOc1ccccc1)c1c(N)n(CCCC)c(=O)[nH]c1=O` gave TDP1 cell CPT 6%, DT40 TDP1 no CPT -6% and KAT2A inh -5%.
CCc1ccc2[nH]c(O)c(N=NC3=NC(=O)CS3)c2c1 was read as TDP1 cell CPT 2.6µM*, DT40 TDP1 no CPT 1.8µM* and KAT2A inh -13%.
For Cc1cc(C)c(OCC(=O)OCC(=O)NC2CCCCCCC2)c(C)c1 the results were TDP1 cell CPT 0%, DT40 TDP1 no CPT 9% and KAT2A inh -5%.
`O=C(Oc1ccc2ccc(=O)oc2c1)c1ccccc1` gave TDP1 cell CPT -7%, DT40 TDP1 no CPT 14% and KAT2A inh -17%.
`Cn1c(N)c(C(=O)COC(=O)c2cccc(S(=O)(=O)NCc3ccccc3)c2)c(=O)n(C)c1=O` gave TDP1 cell CPT inconclusive, DT40 TDP1 no CPT inconclusive and KAT2A inh -4%.
Cc1ccc(Cl)cc1NC(=O)Nc1cn(CC(C)C)c(=O)c2ccccc12 was read as TDP1 cell CPT -3%, DT40 TDP1 no CPT 10% and KAT2A inh 0%.
For Cc1ccc(C(=O)OC(C)C(=O)Nc2ccc(S(N)(=O)=O)cc2)cc1S(=O)(=O)N1CCOCC1 (stereo unspecified) the results were TDP1 cell CPT -25%, DT40 TDP1 no CPT -18% and KAT2A inh -2%.

Taken from above for reference:
Cc1ccc(Cl)cc1NC(=O)Nc1cn(CC(C)C)c(=O)c2ccccc12 was read as TDP1 cell CPT -3%, DT40 TDP1 no CPT 10% and KAT2A inh 0%.
For Cc1ccc(C(=O)OC(C)C(=O)Nc2ccc(S(N)(=O)=O)cc2)cc1S(=O)(=O)N1CCOCC1 (stereo unspecified) the results were TDP1 cell CPT -25%, DT40 TDP1 no CPT -18% and KAT2A inh -2%.

More entries
Screening O=C(N/N=C/c1ccc(O)c(Br)c1)c1cc2c(ccc3ccccc32)o1 returned TDP1 cell CPT inconclusive, DT40 TDP1 no CPT -4% and KAT2A inh -3%.
For COCCn1nnnc1C(c1ccccc1)N1CCN(Cc2ccc3c(c2)OCO3)CC1 (stereo unspecified) the results were TDP1 cell CPT -11%, DT40 TDP1 no CPT inconclusive and KAT2A inh -6%.
Screening O=C(CSc1ncn[nH]1)NC1CC2CCC1C2 (stereo unspecified) returned TDP1 cell CPT 0%, DT40 TDP1 no CPT 6% and KAT2A inh -9%.
Screening CC1(C)NC(C)(C)/C(=C\c2cccs2)C(=O)C1=O returned TDP1 cell CPT inconclusive, DT40 TDP1 no CPT -24% and KAT2A inh -1%.
For Cc1cc(Cl)c2oc(C(=O)NCCN3CCOC3=O)c(C)c2c1 the results were TDP1 cell CPT -13%, DT40 TDP1 no CPT 4% and KAT2A inh -3%.
CC1CC(NC2=NCCS2)CC(C)(C)C1 (stereo unspecified) was read as TDP1 cell CPT -1%, DT40 TDP1 no CPT inconclusive and KAT2A inh -4%.
For COC(=O)c1ccccc1NCC(=O)c1ccc(OC)cc1 the results were TDP1 cell CPT inconclusive, DT40 TDP1 no CPT inconclusive and KAT2A inh -14%.
For Cc1ccc(C(=O)N2C3=C(CCCC3)C(=O)NC23CCCCC3)cc1 the results were TDP1 cell CPT 6%, DT40 TDP1 no CPT -25% and KAT2A inh -3%.
For COC(=O)c1ccccc1NC(=O)CCn1c(=O)c2cccn2c2cccnc21 the results were TDP1 cell CPT 1%, DT40 TDP1 no CPT inconclusive and KAT2A inh 0%.
`COc1cc(C(=O)N2CCN(S(=O)(=O)c3ccc(C(C)C)cc3)CC2)ccc1OCC(=O)N1CCOCC1` gave TDP1 cell CPT -1% and DT40 TDP1 no CPT 19%.
For CC(C)c1ccc(CN2CCC2(C)C(=O)Nc2cnc3ccccc3c2)cc1 (stereo unspecified) the results were TDP1 cell CPT 18µM* and DT40 TDP1 no CPT 26µM*.
For CCn1c(N2CCN(C(=O)c3ccco3)CC2)nc2ccccc21 the results were TDP1 cell CPT 1%, DT40 TDP1 no CPT -3% and KAT2A inh -13%.
Screening COc1ccccc1Oc1ccc(S(=O)(=O)N2CCN(C)CC2)cc1 returned TDP1 cell CPT 5%, DT40 TDP1 no CPT -17% and KAT2A inh -9%.
Screening Cc1ccc(S(=O)(=O)Nc2nc(C)cc(NN)n2)cc1 returned TDP1 cell CPT -17%, DT40 TDP1 no CPT 6% and KAT2A inh -3%.
C=CCNC(=O)C1CCN(S(=O)(=O)CC)CC1 was read as TDP1 cell CPT -16%, DT40 TDP1 no CPT -4% and KAT2A inh 4%.
Screening Cc1nn(Cc2ccccc2)c(C)c1C(=O)NCCN1C(=O)S/C(=C\c2ccccc2)C1=O returned TDP1 cell CPT 21µM*, DT40 TDP1 no CPT inconclusive and KAT2A inh 1%.
For O=C(COc1ccccc1O)Nc1ccc(Cl)cc1 the results were TDP1 cell CPT -6%, DT40 TDP1 no CPT inconclusive and KAT2A inh -20%.
`OC(COc1ccc2cc(Br)ccc2c1)CN1CCCC1` (stereo unspecified) gave TDP1 cell CPT inconclusive, DT40 TDP1 no CPT 23µM* and KAT2A inh -3%.
Screening COc1ccc(C(=O)OCC(=O)Nc2ccc(F)cc2F)cc1OC returned TDP1 cell CPT -14%, DT40 TDP1 no CPT -4% and KAT2A inh -1%.
`COc1ccc2[nH]c3c(=O)n(N)c(=O)[nH]c3c2c1` gave TDP1 cell CPT 6%, DT40 TDP1 no CPT 2% and KAT2A inh -12%.
`CNc1nc2c(c(=O)n(C)c(=O)n2C)n1Cc1ccccc1` gave TDP1 cell CPT inconclusive, DT40 TDP1 no CPT 13µM* and KAT2A inh 1%.
Cc1c(N=Cc2cccnc2)c(=O)n(-c2ccccc2)n1C was read as TDP1 cell CPT -5%, DT40 TDP1 no CPT -6% and KAT2A inh 4%.
Nc1c(-c2nc(-c3cccs3)no2)nnn1-c1ccccc1Cl was read as TDP1 cell CPT inconclusive, DT40 TDP1 no CPT inconclusive and KAT2A inh -3%.
`CN(C)c1ccc(CC(=O)N2CCCC(c3cc(C(=O)Nc4ccc(C(C)(C)C)cc4)no3)C2)cc1` (stereo unspecified) gave TDP1 cell CPT inconclusive and DT40 TDP1 no CPT inconclusive.
`CCCOc1ccc(N2C(=O)CC(N(Cc3ccc(OC)cc3)C(=S)Nc3ccccc3)C2=O)cc1` (stereo unspecified) gave TDP1 cell CPT -29%, DT40 TDP1 no CPT inconclusive and KAT2A inh 42%.
For Cc1cc(C)[n+](-c2ccc(Oc3ccccc3)c(S(=O)(=O)[O-])c2)[nH]1 the results were TDP1 cell CPT inconclusive, DT40 TDP1 no CPT -18% and KAT2A inh -6%.
`COC1OC(COC(=O)c2ccccc2)C(OC(=O)c2ccccc2)C1OC(=O)c1ccccc1` (stereo unspecified) gave TDP1 cell CPT inconclusive, DT40 TDP1 no CPT inconclusive and KAT2A inh inconclusive.
Screening C/C(=N/NC(=O)c1cccs1)c1c(C)[nH]n(-c2nc3ccccc3s2)c1=O returned TDP1 cell CPT 3.7µM*, DT40 TDP1 no CPT 2.3µM* and KAT2A inh -8%.
Screening CCn1cc(C2=NOC(C(=O)Nc3cc(C)nn3-c3ccccc3)C2)c(C)n1 (stereo unspecified) returned TDP1 cell CPT -11%, DT40 TDP1 no CPT -13% and KAT2A inh -4%.
C/C(=N\NC(=O)c1ccccc1-n1cccc1)c1ccccn1 was read as TDP1 cell CPT 2.1µM* and DT40 TDP1 no CPT 1.8µM*.
Screening COC(=O)c1scc(-c2ccc(C)cc2)c1S(=O)(=O)Nc1ccc(F)cc1F returned TDP1 cell CPT -14%, DT40 TDP1 no CPT -20% and KAT2A inh -12%.
CCCN1C(C(=O)c2ccccc2)=C(OC(=O)c2ccc(F)cc2)c2ccccc2S1(=O)=O was read as TDP1 cell CPT 5.2µM*, DT40 TDP1 no CPT 4.6µM* and KAT2A inh -7%.
For CC(Sc1nnc(-c2ccccc2)c(-c2ccccc2)n1)C(=O)Nc1ncc(Cl)cc1Cl (stereo unspecified) the results were TDP1 cell CPT 2%, DT40 TDP1 no CPT -5% and KAT2A inh -12%.
Screening O=C(CSc1ccc(F)cc1)N1CCN(S(=O)(=O)c2ccccc2)CC1 returned TDP1 cell CPT -8%, DT40 TDP1 no CPT -21% and KAT2A inh -4%.
For CC/C(=N\NC(=O)c1ccc2c(c1)OCO2)c1ccccc1 the results were TDP1 cell CPT 19%, DT40 TDP1 no CPT 9% and KAT2A inh 1%.
CS(=O)(=O)c1ccc(Cl)c(NC(=O)COC(=O)CNC(=O)c2ccccc2)c1 was read as TDP1 cell CPT 17%, DT40 TDP1 no CPT -3% and KAT2A inh -6%.
Screening CCCCNC(=O)c1cccc2c(=O)c(C)c(-c3ccccc3)oc12 returned TDP1 cell CPT inconclusive, DT40 TDP1 no CPT inconclusive and KAT2A inh -1%.
CN(C(=O)COC(=O)c1ccc(Br)o1)c1c(N)n(Cc2ccccc2)c(=O)[nH]c1=O was read as TDP1 cell CPT -6%, DT40 TDP1 no CPT -17% and KAT2A inh 2%.
Screening CC(=O)Nc1ccc(S(=O)(=O)N2CCN(CCN3CCOCC3)CC2)cc1Cl returned TDP1 cell CPT 6%, DT40 TDP1 no CPT -23% and KAT2A inh 0%.
CCOC(=O)c1c(C)[nH]c(C)c1S(=O)(=O)NCCc1cccs1 was read as TDP1 cell CPT 6%, DT40 TDP1 no CPT inconclusive and KAT2A inh 1%.
For O=C(O)c1nn2cc(CCO)cnc2c1Cl the results were TDP1 cell CPT -4%, DT40 TDP1 no CPT -24% and KAT2A inh -3%.
Cc1ccc(C(=O)Cc2cc3ccccc3oc2=O)c(C)c1 was read as TDP1 cell CPT -5%, DT40 TDP1 no CPT inconclusive and KAT2A inh 4%.
`CCCCn1c(N)c(N(CCC(C)C)C(=O)C2CC(=O)N(c3ccc(OC)cc3OC)C2)c(=O)[nH]c1=O` (stereo unspecified) gave TDP1 cell CPT -2%, DT40 TDP1 no CPT -17% and KAT2A inh -8%.
Screening CCO[C@H]1OC(C(=O)N2CCOCC2)=C[C@@H](c2ccccc2)[C@@H]1CCCO returned TDP1 cell CPT 8%, DT40 TDP1 no CPT -4% and KAT2A inh -7%.
Screening O=C(Nc1ccc2c(c1)OCO2)c1cc2n(n1)C(C(F)(F)F)CC(c1ccccc1)N2 (stereo unspecified) returned TDP1 cell CPT -21%, DT40 TDP1 no CPT -20% and KAT2A inh -6%.

Of the compounds above, these have a thiophene ring, fused or not:
`CC(=O)C(C)n1cnc2scc(-c3ccc(C)cc3)c2c1=O` (stereo unspecified) gave TDP1 cell CPT -14%, DT40 TDP1 no CPT inconclusive and KAT2A inh 0%.
Screening CC1(C)NC(C)(C)/C(=C\c2cccs2)C(=O)C1=O returned TDP1 cell CPT inconclusive, DT40 TDP1 no CPT -24% and KAT2A inh -1%.
Nc1c(-c2nc(-c3cccs3)no2)nnn1-c1ccccc1Cl was read as TDP1 cell CPT inconclusive, DT40 TDP1 no CPT inconclusive and KAT2A inh -3%.
Screening C/C(=N/NC(=O)c1cccs1)c1c(C)[nH]n(-c2nc3ccccc3s2)c1=O returned TDP1 cell CPT 3.7µM*, DT40 TDP1 no CPT 2.3µM* and KAT2A inh -8%.
Screening COC(=O)c1scc(-c2ccc(C)cc2)c1S(=O)(=O)Nc1ccc(F)cc1F returned TDP1 cell CPT -14%, DT40 TDP1 no CPT -20% and KAT2A inh -12%.
CCOC(=O)c1c(C)[nH]c(C)c1S(=O)(=O)NCCc1cccs1 was read as TDP1 cell CPT 6%, DT40 TDP1 no CPT inconclusive and KAT2A inh 1%.
